From PubChem
TRPM1 prom inh: inhibitors of MITF-driven TRPM1 promoter in melanoma cells; SK-MEL-5 TRPM1 promoter luciferase, 24 h; inhibition, % at 12.5 µM; 330,000 compounds, 0.83% hits; AID 488899;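 active means mean inhibition across replicates of 60% or more, whatever share of single replicates reaches that level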; further: values of inactives mirror those of a sister screen read the other way
hiPSC survival: hiPSC single-cell survival enhancement. ATPlite luminescence; 100% = ROCK inhibitor wells, 0% = DMSO. survival enhancement, % at 20 µM. 360,000 compounds, 0.044% hits; in the data active means survival enhancement above about 18%;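 further: cells exposed to compounds for 16 hours before the ATP read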
Peg3 promoter: Peg3 promoter activity inhibition. HeLa PEG-Prom luciferase reporter, luminescence, overnight. inhibition, % at 20 µM. 360,000 compounds, 1.7% hits. AID 588405;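 active means inhibition of at least 50% at 20 µM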
NR2E3 ag-1: agonists of human nuclear receptor NR2E3 | 320,000 compounds, 0.12% hits | inhibition of corepressor binding, % at 4.78 µM | AID 2300 | Q9Y5X4 | GST-NR2E3/biotin-RetCOR TR-FRET, 1536-well;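 active means percent inhibition above the cutoff of mean plus 3 SD of all tested compounds, set per screening campaign, cut at about 20% in these data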;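 further: 0% = DMSO wells and 100% = biotin wells as full block of FRET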
Target sequence (Q9Y5X4 whole entry, looked up): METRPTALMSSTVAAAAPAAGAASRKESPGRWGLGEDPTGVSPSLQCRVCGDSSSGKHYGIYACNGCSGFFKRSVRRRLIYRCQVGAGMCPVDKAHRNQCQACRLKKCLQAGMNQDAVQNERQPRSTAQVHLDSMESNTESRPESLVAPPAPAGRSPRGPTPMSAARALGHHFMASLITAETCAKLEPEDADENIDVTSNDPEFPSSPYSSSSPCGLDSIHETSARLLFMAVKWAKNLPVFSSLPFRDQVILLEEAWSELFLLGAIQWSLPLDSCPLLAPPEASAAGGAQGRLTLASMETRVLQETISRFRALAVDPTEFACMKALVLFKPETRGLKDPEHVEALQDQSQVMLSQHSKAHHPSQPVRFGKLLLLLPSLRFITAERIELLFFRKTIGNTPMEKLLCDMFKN
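Format: 1536-well format; test system: GST-NR2E3 and biotin-RetCOR proteins; read-out basis: percent inhibition of TR-FRET ratio; timing: 5 h incubation at 4 °C; detection: time-resolved FRET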
HIF-2a block: inhibitors of HIF-2a; 786-0 RCC cells HIF-2a reporter, luciferase luminescence, overnight; inhibition, % at 18.8 µM; 360,000 compounds, 0.72% hits; AID 624352;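 active means inhibition of the luminescence signal of 40% or more relative to plate controls, in a single-dose primary screen at 18.75 µM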
Shn3 inh set2: reduces Shn3 3'UTR luciferase signal in osteoblasts; Clone20 osteoblast Shn3 3'UTR firefly luciferase, 24 h; AID 588674; inhibition, % at 12.5 µM; 360,000 compounds, 0.52% hits;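 active means mean inhibition of at least 75% with every replicate also reaching 75%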;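 further: 0% = median of neutral control wells and 100% = pilot-screen positive control compound; some compounds past the cut are filed as inactive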
CF NFkB inh: blocks PAF-induced NF-kB reporter in cystic fibrosis cells; KKLEB NF-kB-GFP reporter, GFP fluorescence overnight; inhibition, % at 5 µM; 360,000 compounds, 0.86% hits; AID 588850;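 active means at least 50% inhibition at 5 µM, scaled per plate between neutral and stimulator controls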;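 further: PAF is a Pseudomonas aeruginosa culture filtrate used as stimulus; plate controls were PAF-stimulated DMSO wells for no effect and unstimulated DMSO wells for full effect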
NR2E3 ag-2: agonists of human NR2E3 nuclear receptor | 360,000 compounds, 0.35% hits | inhibition of corepressor binding, % at 3.98 µM | AID 602229 | Q9Y5X4 | CHO-S Gal4-NCOR/VP16-NR2E3 two-hybrid, luciferase;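 active means inhibition above the mean of all tested compounds plus 3 SD, cut at about 70% in these data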;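 further: 0% = DMSO with NR2E3 transfected cells and 100% = cells lacking NR2E3 construct; higher means lower luciferase signal from less NR2E3 corepressor binding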
EBV LMP1 NFkB: reduces LMP1-driven NF-kappaB luciferase signal | LMP1-induced NF-kappaB luciferase reporter cells, luminescence | inhibition, % at 12.5 µM | 350,000 compounds, 0.69% hits | AID 504558; in the data active means inhibition above about 41%;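 further: 0% = neutral control wells and 100% = reference inhibitor control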
KKLEB cytotox: counter-screen for CF NF-kB inhibitors: cytotoxicity; KKLEB CF airway cells viability, ATPlite luminescence, overnight; hits give low values; cells stimulated with P. aeruginosa culture filtrate; activity change (cytotoxicity), % at 5 µM; 360,000 compounds, 0.36% hits;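 active means corrected activity change at or below -50% at 5 µM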
TRAIL sens C8: sensitizes caspase-8 expressing cells to TRAIL | NB7+C8 cells + TRAIL, ATPlite viability luminescence | inhibition (viability loss, TRAIL sensitization), % at 10 µM | 360,000 compounds, 1% hits;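 active means compounds causing at least 50% loss of cell viability in the single-dose screen, relative to plate controls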
Active calls of the source: *; . = not tested or not shown.

SMILES	TRPM1 prom inh	hiPSC survival	Peg3 promoter	NR2E3 ag-1	HIF-2a block	Shn3 inh set2	CF NFkB inh	NR2E3 ag-2	EBV LMP1 NFkB	KKLEB cytotox	TRAIL sens C8
NC(=O)NCc1ccc(C(=O)OCc2ccncc2)cc1	-13	0.6	-8	1	6	-24	6	-14	-4	-6	-4
CCN(Cc1ccccc1)C(=O)CN1C(=O)c2ccccc2S1(=O)=O	2	0.3	-7	3	-5	-48	3	-21	4	4	-3
C#CCOCCOCCOCCNc1nc(N2CCN(C(=O)[C@H]([C@@H](C)CC)n3cc(CCC(=O)O)nn3)CC2)nc(N2CCN(C(=O)[C@H](CCCCN)n3cc(CC(C)O)nn3)CC2)n1 (some centres not stated)	6	1.0	-4	.	1	9	-30	-7	0	9	-9
Cc1[nH]c2ccccc2c1C(=O)CSCC(=O)O	17	-0.2	6	0	14	1	13	1	-10	10	-9
CCCCn1nnnc1SCC(=O)NNC(=O)c1ccco1	6	2.4	8	1	14	-1	2	4	3	4	-2
COc1ccc(NC(=O)CN(C)C(=O)c2c(C)nn(-c3ccccc3)c2Cl)cc1	11	-0.5	-9	-2	6	-9	16	-17	8	-3	-28
Nc1ncnc2c1ncn2CCN1CCOCC1	-5	1.5	2	0	2	-1	12	-14	-2	-9	-11
CCCCNC(=O)Nc1ccccc1C(=O)NCCC	10	1.4	7	2	7	2	6	4	-10	-10	-21
O=C(N/N=C/c1cccc(F)c1)c1ccc(Cl)cc1	-86	-0.9	-243	4	-236	-76	8	-62	-31	0	23
C/C(=N\NC(=O)c1ccco1)c1ccc(NC(=O)c2cccs2)cc1	-37	-0.4	-191	3	-153	-82	9	-101	-7	-12	16
CCOc1ccccc1NC(=O)CCNS(=O)(=O)c1ccccc1	-16	-0.3	2	2	12	16	-4	-20	2	1	-16
CCN(Cc1ccccc1)C(=O)c1cccnc1	4	0.8	9	1	13	2	-6	5	-13	-7	9
Cc1cccc(OCCN2CSC(=S)N(C)C2)c1	21	-2.7	57*	4	13	-3	-5	-29	25	-2	-27
C/C(=C\C(=O)c1ccc(Cl)cc1)Nc1ccc(N2CCOCC2)cc1	4	4.3	-1	-1	6	-4	-3	-18	-3	2	-3
Cc1ccc(NC(=O)CNS(=O)(=O)c2cccs2)cc1F	-7	0.1	-72	3	-109	2	-18	-32	-11	-1	-6
COc1ccc(C=C2SC(=S)N(CCCN3CCOCC3)C2=O)c(OC)c1	.	5.0	-11	.	-14	-13	-36	7	3	13	4
CC(Sc1nc2c(N)ncnc2n1CCOc1ccccc1)C(=O)O (configuration not stated)	-19	-0.9	0	0	17	-9	11	0	1	-5	5
O=c1[nH]c(SCc2ccc(F)cc2Cl)nc2ccccc12	-18	-0.1	-2	4	-88	12	12	-21	-7	-5	-2
Cn1cccc1Cc1nnc(SCC(=O)Nc2ccc(F)cc2F)n1-c1ccc(F)cc1	9	-2.2	-2	3	1	15	-1	2	0	-28	8
CCc1ccc(NC(=O)c2cnc3n(c2=O)CCS3)cc1	-40	-0.8	-252	-1	-183	-2	-9	-114	-14	-12	28
c1ccc(Nc2nc3ccccc3[nH]2)nc1	-39	-0.3	-268	-2	-177	-66	-16	-30	-30	15	18
C/C(Cn1nc([N+](=O)[O-])cc1C)=N\NC(=O)c1cccc(Br)c1	17	-1.4	0	2	11	-11	-1	-50	1	-4	-8
Cc1cccc(C(=O)N[C@H](C(=O)Nc2nc(C)cs2)C(C)C)c1	-1	0.0	-16	1	0	-7	1	-13	-2	0	10
COC(=O)C(Cc1ccccc1)NC(=O)CCc1c[nH]c2ccccc12 (configuration not stated)	4	0.2	16	0	10	-9	-4	-20	-14	13	-8
O=[N+]([O-])c1ccc(COc2ccccc2/C=N/O)cc1	-59	0.2	-233	-2	-219	-18	6	-74	-35	3	7
NS(=O)(=O)c1ccc(N/C=C\C(=O)c2cccc3ccccc23)cc1	-35	-1.1	-127	-2	-167	-14	-17	-26	-3	17	6
Clc1ccc(CN2CCCCCC2)cc1Cl	-1	-0.5	15	-2	21	3	4	13	-4	-2	-8
Cc1nnc(NC(=O)C2CC(=O)N(c3ccc4c(c3)OCCO4)C2)s1 (configuration not stated)	6	0.1	0	6	18	-10	-4	10	-3	-15	-6
CCN(CC)c1ccc(NC(=S)NC(=O)c2ccco2)cc1	-52	-0.2	-306	0	-268	-53	-12	-78	-16	4	13
Cc1ccc(CC(=O)N2CCN(c3ccccc3F)CC2)cc1	-5	0.1	-28	3	-22	0	-2	-24	0	20	-4

Some of the entries so far, with two lines to a compound:
Every second line gives: TRPM1 prom inh	hiPSC survival	Peg3 promoter	NR2E3 ag-1	HIF-2a block	Shn3 inh set2	CF NFkB inh	NR2E3 ag-2	EBV LMP1 NFkB	KKLEB cytotox	TRAIL sens C8
CCc1ccc(NC(=O)c2cnc3n(c2=O)CCS3)cc1
    -40	-0.8	-252	-1	-183	-2	-9	-114	-14	-12	28
c1ccc(Nc2nc3ccccc3[nH]2)nc1
    -39	-0.3	-268	-2	-177	-66	-16	-30	-30	15	18
C/C(Cn1nc([N+](=O)[O-])cc1C)=N\NC(=O)c1cccc(Br)c1
    17	-1.4	0	2	11	-11	-1	-50	1	-4	-8
Cc1cccc(C(=O)N[C@H](C(=O)Nc2nc(C)cs2)C(C)C)c1
    -1	0.0	-16	1	0	-7	1	-13	-2	0	10
COC(=O)C(Cc1ccccc1)NC(=O)CCc1c[nH]c2ccccc12 (configuration not stated)
    4	0.2	16	0	10	-9	-4	-20	-14	13	-8
O=[N+]([O-])c1ccc(COc2ccccc2/C=N/O)cc1
    -59	0.2	-233	-2	-219	-18	6	-74	-35	3	7
NS(=O)(=O)c1ccc(N/C=C\C(=O)c2cccc3ccccc23)cc1
    -35	-1.1	-127	-2	-167	-14	-17	-26	-3	17	6
Clc1ccc(CN2CCCCCC2)cc1Cl
    -1	-0.5	15	-2	21	3	4	13	-4	-2	-8
Cc1nnc(NC(=O)C2CC(=O)N(c3ccc4c(c3)OCCO4)C2)s1 (configuration not stated)
    6	0.1	0	6	18	-10	-4	10	-3	-15	-6
CCN(CC)c1ccc(NC(=S)NC(=O)c2ccco2)cc1
    -52	-0.2	-306	0	-268	-53	-12	-78	-16	4	13
Cc1ccc(CC(=O)N2CCN(c3ccccc3F)CC2)cc1
    -5	0.1	-28	3	-22	0	-2	-24	0	20	-4

More structures follow.
SMILES	TRPM1 prom inh	hiPSC survival	Peg3 promoter	NR2E3 ag-1	HIF-2a block	Shn3 inh set2	CF NFkB inh	NR2E3 ag-2	EBV LMP1 NFkB	KKLEB cytotox	TRAIL sens C8
COc1cccc(/C=N/NC(=O)c2c(-c3ccccc3)noc2C)c1OC	5	-0.5	-2	0	12	-8	-15	8	-1	1	8
COc1ccc(CN(C)C(=O)CNC(=O)c2cccs2)c(OC)c1	.	0.5	2	1	-3	9	-12	1	-8	13	-5
O=C(c1ccc2c(c1)CCC2)N1CCN(Cc2ccccc2)CC1	.	-2.3	-50	.	-83	14	12	-9	-2	-13	22
COc1cc(OC)cc(-c2noc([C@@H]3O[C@H](CO)[C@@H](O)[C@H]3O)n2)c1	.	0.8	4	.	-5	-5	16	-10	.	2	5
CC(C)C(=O)Nc1ccc2c(c1)nc1n2CCSC1	-26	1.4	-45	0	-83	-22	-22	-23	-4	13	-8
CCOC(=O)C(C)Oc1cccc2c(=O)n(CC(=O)Nc3cccc(OC)c3)ccc12 (configuration not stated)	3	-1.8	-4	1	1	5	24	-3	-2	-2	0
CC1Cn2c(nc(=O)c3c2NCN(CCc2ccccc2)C3)S1 (configuration not stated)	-3	1.9	10	0	19	-16	8	-22	1	-7	-7
CCn1c2ccccc2c2cc(CC(N)=O)ccc21	0	-0.5	-6	-1	14	-1	-12	-12	-5	9	8
Cc1ccc(C(=O)Nc2ccc(S(=O)(=O)Nc3ncccn3)cc2)cc1[N+](=O)[O-]	1	0.4	30	.	21	-6	3	11	1	1	-14
C#Cc1ccc(NC(=O)C2(C)CCN2C(=O)Cc2ccc(C(C)C)cc2)cc1 (configuration not stated)	.	-2.6	-26	.	10	14	-6	19	.	0	52*
NC1=NC(=O)/C(=C/c2cccs2)S1	-19	0.1	-16	0	-46	-15	10	-3	-11	2	-9
Cc1ccccc1N=CC1=C(O)c2ccccc2C1=O	46	-1.3	19	-2	-13	24	-43	-38	38	-60*	90*
O=C(NCc1ccc2c(c1)OCO2)c1cc(-c2ccccn2)nc2ccccc12	4	-0.7	4	-1	-7	7	-43	-2	-7	-9	-10
CCOC(=O)c1sc2nc3c(SCC(=O)O)cc(C(=O)c4cc(F)ccc4O)cn3c(=O)c2c1C	0	-0.7	-10	-1	-62	-2	-12	-29	5	14	28
CCc1ccc(-c2cc(C)no2)cc1S(=O)(=O)N1CC(=O)Nc2ccccc21	6	1.1	-1	4	1	-19	3	6	4	-2	9
O=C(COc1ccccc1Cl)Nc1cccc(S(=O)(=O)NC2=NCCCCC2)c1	-8	-0.1	-9	-2	-5	12	15	-25	6	-21	18
Cc1ccc(OCCNC(=O)c2ccc(C)cc2)cc1	-42	0.3	-185	2	-212	-40	9	-49	-16	11	-23
COc1ccc(C(=O)COC(=O)c2nn(C)c(=O)c3ccccc23)c(OC)c1	0	0.1	-5	9	9	4	-5	-29	-3	-3	0
CCOC(=O)C1CCCN(C2=NC(=O)/C(=C/c3ccc(OC)cc3OC)S2)C1 (configuration not stated)	-14	-0.3	7	.	4	6	12	-49	7	-6	-2
CC(=O)C1=C(C)NC(=O)NC1c1cccc([N+](=O)[O-])c1O (configuration not stated)	8	0.3	12	-1	10	13	10	44	-9	-31	-9
Cc1ccccc1C(=O)Nc1nnc(-c2cccnc2)o1	1	-0.2	-9	0	14	16	3	-12	1	-8	13
CN(C)c1ccc(/C=N/NC(=O)C(=O)/C=C2\NC3(CCCC3)Cc3ccccc32)cc1	2	-0.1	25	1	-11	4	-21	2	16	9	25
CCc1ccc(C(=O)NCc2cnn(C)c2)s1	-18	-0.8	-22	-1	-23	-2	5	4	8	-8	-5

An excerpt. The share of hits here may be higher or lower than overall.
